# High-throughput results: PubChem BioAssay, several laboratories
# DNMT1 block: inhibitors of human DNMT1; P26358; DNMT1 molecular beacon, Hinp1I cleavage, fluorescence; inhibition (reported as % activation of signal), % at 10 µM; actives 0.83% (n = 360,000); AID 588458; in the data active = inhibition above about 50%
# Scp-1 inhibitor: blocks human Scp-1 phosphatase activity. Q9GZU7. actives 0.88% (n = 340,000). Recombinant Scp1, phosphopeptide, malachite green phosphate absorbance. inhibition, % at 20 µM;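 active = inhibition above about 50% at 20 µM, limit read from the data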;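 also: plate controls were DMSO wells with enzyme for no effect and wells lacking enzyme for full effect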
# Target sequence (Q9GZU7 76-261 limits assumed): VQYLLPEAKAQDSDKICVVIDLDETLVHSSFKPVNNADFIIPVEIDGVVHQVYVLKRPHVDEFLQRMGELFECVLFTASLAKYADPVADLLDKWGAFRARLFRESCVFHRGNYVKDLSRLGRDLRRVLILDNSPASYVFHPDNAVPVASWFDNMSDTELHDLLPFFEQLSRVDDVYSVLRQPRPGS
#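 Test system – truncated SCP-1 phosphatase (76-261aa) · Reagent – Phosphorylated 17-residue peptide substrate · Incubation – 45 min room-temperature reaction, 5 min colour, 30 min stabiliser · Detection – colorimetric phosphate reagent with accelerator and stabiliser, absorbance at 630 nm · Measure – % inhibition at 20 µM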
# Neddylation inh: cullin neddylation inhibition; AID 651699; actives 0.58% (n = 360,000); calls only at 25 µM; TR-FRET cullin neddylation, biochemical; P61081+Q13564; in the data active = inhibition above about 36%
# Target sequence (P61081 whole entry, looked up): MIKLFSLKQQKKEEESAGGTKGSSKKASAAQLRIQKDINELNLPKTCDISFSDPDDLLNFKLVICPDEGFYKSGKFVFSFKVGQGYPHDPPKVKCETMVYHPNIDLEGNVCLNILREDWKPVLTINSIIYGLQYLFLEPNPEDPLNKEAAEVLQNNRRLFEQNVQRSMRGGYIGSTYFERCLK
# Target sequence (Q13564 whole entry, looked up): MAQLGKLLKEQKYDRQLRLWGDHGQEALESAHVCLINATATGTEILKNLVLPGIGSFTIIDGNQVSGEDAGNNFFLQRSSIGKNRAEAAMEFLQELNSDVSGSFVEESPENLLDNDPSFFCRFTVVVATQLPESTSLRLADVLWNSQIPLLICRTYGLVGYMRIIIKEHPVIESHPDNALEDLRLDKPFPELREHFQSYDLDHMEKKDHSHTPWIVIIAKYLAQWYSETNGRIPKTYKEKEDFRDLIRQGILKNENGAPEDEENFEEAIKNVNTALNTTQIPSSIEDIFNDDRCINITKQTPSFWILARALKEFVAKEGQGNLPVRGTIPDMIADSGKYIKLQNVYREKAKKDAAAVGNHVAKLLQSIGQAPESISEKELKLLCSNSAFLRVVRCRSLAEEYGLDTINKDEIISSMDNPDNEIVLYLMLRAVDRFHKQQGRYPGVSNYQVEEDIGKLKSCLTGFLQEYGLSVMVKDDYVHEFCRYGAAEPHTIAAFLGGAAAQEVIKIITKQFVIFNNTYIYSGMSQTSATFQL
# SUMO1 PPI mod: alters human SUMO1 binding to SIM partners; actives 0.33% (n = 360,000); AID 602429; SUMO1 binding to a labelled peptide, TR-FRET, 1 h; inhibition, % at 20 µM; in the data active = inhibition above about 37%
# Target sequence (P63165 whole entry, looked up): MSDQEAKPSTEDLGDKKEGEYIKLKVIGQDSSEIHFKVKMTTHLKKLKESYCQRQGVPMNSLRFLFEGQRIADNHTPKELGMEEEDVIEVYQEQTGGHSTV
# CendR NRP1 mod: modulators of CendR peptide binding to human neuropilin-1; O14786; FAM-RPARPAR peptide binding to NRP-1, fluorescence polarization; inhibition, % at 25 µM; actives 0.85% (n = 360,000);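 active = inhibition or corrected inhibition above about 18%, plus a signal ratio from 0.5 to 1.5, limit read from the data, passing the limit was not always enough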; also: strong numbers were not always called active
# SKN-1 block: inhibitors of C. elegans SKN-1 | C. elegans VP596 Pgst-4::GFP/RFP ratio, acrylamide-induced, 24 h | inhibition, % at 21.8 µM | actives 0.49% (n = 360,000) | AID 624304;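 active = interference check ratio from 0.5 to 1.5 plus GFP to RFP signal ratio inhibition reaching or exceeding a fixed threshold, cut at about 30% in these data, passing the limit was not always enough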; also: some compounds called inactive have numbers as strong as hits
# STEP block: blocks human striatal-enriched tyrosine phosphatase; P54829; recombinant STEP, OMFP fluorogenic substrate, fluorescence; inhibition, % at 20 µM; actives 0.25% (n = 360,000);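 active = inhibition at 20 µM, scaled per plate between control wells, above about 37%, limit read from the data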;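 also: 0% = DMSO with enzyme and substrate and 100% = substrate only without enzyme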
#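 Material: STEP (striatal-enriched tyrosine phosphatase) enzyme, cell-free; Compound dosing: 20 µM single dose in 1% DMSO; Technique: fluorescence read at 480 nm ex / 540 nm em; Times: reaction 20 min, ambient temperature; Medium: 50 mM Bis-Tris pH 6.0 with 2.5 mM DTT and 0.005% Tween 20; Also added: OMFP at 25 µM.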
# LMPTP block: blocks human LMPTP phosphatase; inhibition, % at 20 µM; actives 0.22% (n = 360,000); recombinant LMPTP-A, OMFP fluorogenic substrate, fluorescence intensity; P24666;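 active = compounds that cut the enzyme signal by at least half of the control window in the single-dose screen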;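 also: plate controls were DMSO wells with enzyme plus substrate for no effect and substrate without enzyme for full effect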
#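 Assay system: LMPTP-A enzyme. Input: 0.625 nM LMPTP-A final. Probe or stimulus: 400 µM OMFP. Compound dosing: single 20 µM dose. Schedule: 50 min dark incubation at room temperature. Detection: fluorescence intensity of OMFP turnover product. Read-out: percent inhibition versus substrate-only and uninhibited controls. Benchmarks: no-enzyme low control, uninhibited high control.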
# NadD block: NadD (S. aureus) enzyme inhibition. purified NadD enzyme, colorimetric absorbance read-out. inhibition, % at 20 µM. actives 0.78% (n = 360,000). AID 602399; in the data active = inhibition above about 26%; also: some compounds past the cut are filed as inactive
# Tb MetRS inh: blocks T. brucei methionyl-tRNA synthetase activity; AID 624268; inhibition, % at 11.9 µM; purified T. brucei MetRS, ATP depletion, Kinase-Glo luminescence; actives 0.4% (n = 360,000);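 active = inhibition above a per-plate cutoff of the control wells' mean inhibition plus 3 SD, cut at about 5.5% in these data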;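 also: 0% = DMSO wells median and 100% = median of wells with control inhibitor compound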
#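 Test system: purified T. brucei MetRS enzyme. Also added: ATP, methionine and E. coli bulk tRNA substrates. Compound: 11.9 µM single point. Schedule: 15 min enzyme-compound preincubation, 2 h reaction, 10 min detection, 25 °C. Signal: luciferase luminescence of residual ATP, Kinase-Glo. Evaluation: percent inhibition versus plate control medians. Controls: DMSO wells, low control.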
# * hit, by the source's call; i = inactive; . = not tested or not shown; + = active, no number.
Molecule	Neddylation inh	Scp-1 inhibitor	CendR NRP1 mod	SUMO1 PPI mod	STEP block	NadD block	Tb MetRS inh	SKN-1 block	DNMT1 block	LMPTP block
O=C(O)c1cc(N2N=C(C(F)(F)F)/C(=C/C=C/c3ccco3)C2=O)ccc1Cl	i	69*	-110	105*	94*	42*	1.3	5	84*	78*
CCOc1ccc(C(=O)NCC(C)CN(C)C)cc1OCC (centres undefined)	i	-4	5	-2	0	-7	-1.3	-3	5	-3.4
Cc1cc(C)cc(CC2CC(=O)N(c3cc(C)ccc3C)C2=O)c1 (centres undefined)	i	-6	-8	2	-1	-5	0.1	-4	4	-0.8
CCCCCOc1ccc(NC(=O)C(=O)NCCCn2ccnc2)cc1	i	0	10	4	-1	20	-0.9	22	0	5.9
O=c1[nH]c(CSc2ncnc3sccc23)nc2ccccc12	i	1	-12	8	-2	6	0.0	15	1	-1.5
COc1ccc(-c2cc(C(=O)NC3CCCC3)no2)cc1OC	i	-8	-6	-2	1	-6	0.3	6	0	-1.6
O=C(O)c1c(-c2ccccc2)c2oc3ccccc3c2[nH]c1=O	.	-9	-4	-11	-4	10	-0.7	11	3	-0.8
O=C(N/N=C/c1cc(Br)ccc1O)C(c1ccncc1)N1CCOCC1 (centres undefined)	+	-12	-11	-5	-7	-2	-0.1	12	3	-0.5
CC(NC(=O)Cn1cc2c(n1)CCCCC2)c1ccccc1 (centres undefined)	i	-4	-12	-1	-2	-5	-1.2	9	-1	-0.2
Cc1ccc(/C=C/C(=O)Nc2cc(C)on2)cc1	i	-10	0	-3	-5	-12	-0.1	8	7	1.0
CCOc1ccccc1C(=O)NCCCCCC(=O)O	i	-5	6	1	-4	6	-0.7	-1	-1	-2.2
O=C(Nc1cccc(Cl)c1)Nc1ccccc1-n1ccnc1	i	-9	-4	-1	2	0	0.6	11	-3	0.3
C(#Cc1ccccc1)C[N+]1(CC#Cc2cccc3ccccc23)CCCC1	i	5	-16	-7	3	5	-0.7	-5	10	2.1
O=C(NNC(=S)Nc1ccc(OC(F)F)cc1)c1cc2c(s1)CCCC2	i	-5	-36	0	0	0	-0.5	-3	2	-1.1
CCCC1=C(C(=O)OCC)C(c2ccncc2)n2ncnc2N1 (centres undefined)	i	-8	10	-3	2	1	0.4	8	0	-0.2
CCC1(c2ccccc2)NC(=O)N(CC(=O)Nc2cc(S(=O)(=O)N3CCCCC3)ccc2N(C)C)C1=O (centres undefined)	i	-7	-1	2	1	1	-0.2	7	0	1.1
COc1ccc(N2CCN(C(=O)CSc3nc(C)cs3)CC2)cc1	i	-1	-21	-3	-1	-5	-0.1	26	0	0.2
CCOc1ccccc1OCCOc1ccc(F)cc1	i	-17	-1	0	4	-6	-1.0	5	-2	0.4
CC(Nc1nc(-c2ccc(F)cc2)cs1)c1nc2cc(Cl)c(N3CCCCC3)cc2n1CCCO (centres undefined)	i	-18	-17	0	-4	14	-0.3	4	-19	1.3
CC(C)c1c(C(=O)N/N=C/c2ccccc2OCc2c(F)cccc2Cl)nnn1-c1nonc1N	i	-10	13	6	-1	24	0.3	-8	-7	7.1
O=C(NCCO)c1nc(C(=O)c2ccccc2)c2ccccc2n1	i	2	0	-27	-1	-1	0.0	7	5	-1.0
Cc1ccc(S(=O)(=O)N2CCN(c3cc4c(cc3[N+](=O)[O-])n(C)c(=O)n4C)CC2)cc1	i	18	0	-18	1	5	-0.6	-2	2	2.1
O=C(/C=C/c1cccs1)NCc1ccccc1	i	-9	2	-8	2	-5	-0.1	2	2	-0.4
CCc1ccccc1NC(=O)CN1C(=O)C2CCCN2c2ncc(Cl)cc21 (centres undefined)	i	6	-75	-5	5	12	-0.3	-4	-4	-0.7
Cc1cc(C)n(CCNC(=O)c2ccco2)n1	i	-2	1	4	-2	-3	-0.4	-1	1	-1.5
Cc1ccc(S(=O)(=O)NN=C2CC3CC2C2CCCC32)cc1 (centres undefined)	i	.	-9	-2	-8	-1	-0.1	3	1	-1.7
Cc1cc(N2CCCCC2)nc2ccccc12	i	1	-2	-4	-6	2	-0.8	5	1	-1.6
O=C(COC(=O)[C@@H]1CCCN1C(=O)c1cccs1)Nc1ccc(Br)cc1	i	-5	-17	-3	-1	-12	1.5	10	-2	-0.5
O=S(=O)(c1ccc(F)cc1F)N1CCCN(c2ccc(C(F)(F)F)cn2)CC1	i	-11	7	2	0	3	-0.2	-3	11	0.7
COc1cc2c(C(=O)N3CCN(c4cccc(Cl)c4)CC3)cn(CC(C)C)c(=O)c2cc1OC	i	2	10	2	0	4	-0.7	-3	-2	0.4

# Gathered by group: the compounds so far with an NH in an aromatic ring (2)
Molecule	Neddylation inh	Scp-1 inhibitor	CendR NRP1 mod	SUMO1 PPI mod	STEP block	NadD block	Tb MetRS inh	SKN-1 block	DNMT1 block	LMPTP block
O=c1[nH]c(CSc2ncnc3sccc23)nc2ccccc12	i	1	-12	8	-2	6	0.0	15	1	-1.5
O=C(O)c1c(-c2ccccc2)c2oc3ccccc3c2[nH]c1=O	.	-9	-4	-11	-4	10	-0.7	11	3	-0.8

# Remaining list, next part.
Molecule	Neddylation inh	Scp-1 inhibitor	CendR NRP1 mod	SUMO1 PPI mod	STEP block	NadD block	Tb MetRS inh	SKN-1 block	DNMT1 block	LMPTP block
c1cc2c3c(cccc3c1)NC1(CCCC1)N2	i	24	8	-13	-1	13	0.6	6	-9	1.9
O=C(Cn1ncc2c1-c1ccccc1OC2)N1CCc2ccccc21	i	-5	11	1	-1	2	0.3	-6	-2	0.6
CCN(CC)S(=O)(=O)c1ccc(N=Nc2cc(C)cc(Br)c2O)cc1	i	-11	-3	-7	-1	-1	-0.3	-1	5	1.0
CCOc1ccc(NC(=O)CN2C(=O)c3ccccc3C2=O)cc1	i	-7	3	-2	0	-3	0.0	1	-5	-0.1
Cc1c(C(=O)NCC2CCCO2)oc2ccc(S(=O)(=O)N3CC(C)CC(C)C3)cc12 (centres undefined)	i	-7	-3	5	6	-7	0.0	-12	-6	1.9
Cc1ccc(S(=O)(=O)N(C)C)cc1-n1c(SCC(=O)N(C)C)nc2ccccc2c1=O	i	-2	4	-2	3	-1	-0.3	-2	-2	2.4
O=C(Nc1ccc2c(c1)OCO2)C1CCN(C(=O)c2ccc(Cl)cc2)CC1	i	-2	12	-4	-5	-2	-0.1	5	-1	0.3
CCOC(=O)c1cc(CC)sc1NC(=O)COc1ccc2c(C)cc(=O)oc2c1	i	-7	7	-3	2	-2	-0.1	2	40	0.1
O=C(ONC1=NCCCCC1)c1ccc([N+](=O)[O-])cc1	i	-3	-6	-19	-1	-7	-0.6	-4	2	-1.9
CCOC(=O)c1oc2ccccc2c1COC(=O)CNC(=O)c1cc(OC)c(OC)c(OC)c1	i	-1	5	5	0	-5	-0.6	18	-2	1.2
CCN(CC)CCNC(=O)c1ccc(NC(=O)c2cccc(S(=O)(=O)N(C)C3CCCCC3)c2)cc1	i	-10	5	-74	0	-3	-0.1	-1	-16	-7.0
CN1C(=O)CN(CCN2CC(=O)N(C)C(=O)C2)CC1=O	i	.	-2	-4	0	-3	-0.2	-10	2	-0.3
NNC(=O)c1ccc(COCC(F)(F)F)cc1	i	-5	-10	4	1	-2	0.0	-27	0	-0.8
C=CCNC(=O)CN(CCc1ccccc1)S(=O)(=O)c1ccccc1	i	-6	0	0	-1	-7	-0.3	2	1	-1.4
O=C(c1ccco1)N(Cc1ccccc1)Cc1ccccn1	i	0	4	2	0	-7	-0.5	-4	0	-0.6
Cn1c(SCc2c(F)cccc2Cl)nc2ccccc2c1=O	i	-8	-3	3	5	-2	-0.1	-11	3	1.6
Cc1c(-c2ccc(/C=N/NC(=O)C(=O)Nc3ccccc3F)o2)cccc1[N+](=O)[O-]	i	-1	-98	6	0	14	-0.8	11	21	-0.2
O=C(CC[C@H]1O[C@@H](n2ccc(=O)[nH]c2=O)[C@H](O)[C@@H]1O)N1CCN(Cc2cccc3ccccc23)CC1	i	.	0	4	2	-3	0.2	0	85*	-1.1
CC(=O)Nc1ccc(S(=O)(=O)Nc2nc3ccccc3nc2N2CCc3ccccc3C2)cc1	i	-11	-56	-4	-1	13	0.0	18	-7	2.5
N#CCCn1nnc(-c2ccccc2F)n1	i	-2	10	1	-6	-3	-0.2	-12	1	-0.5
C=CCOc1ccc(/C(O)=C2\C(=O)C(=O)N(CCCOC)C2c2ccc(O)c(OC)c2)cc1 (centres undefined)	i	-13	17	-8	3	0	0.1	-12	-1	1.3
O=C(Nc1ccc(Cl)c([N+](=O)[O-])c1)C(NCCCO)c1ccccc1 (centres undefined)	i	-8	-4	-14	1	-4	0.9	7	-11	-1.7
CCOC(=O)c1c(C)[nH]c(NC(=O)Nc2ccc(NC(C)=O)cc2)c1C	i	3	0	6	0	4	-0.4	16	2	-0.3
CCOC(=O)C1=C(O)C(=O)N(C2CCCCC2)C1	i	-1	1	4	-2	0	0.1	3	-1	-0.5
COc1ccc(CNC(=O)C[C@H]2C(=O)N(CCc3ccccc3)C[C@@H]2Cc2ccccc2)cc1	i	-6	18	-1	3	-7	-0.3	3	0	0.5
Cc1nn(CC(=O)NC2CCC(C)CC2)c(C)c1[N+](=O)[O-] (centres undefined)	i	6	3	-3	-3	5	-0.5	1	-4	0.0
O=C(CNC(=O)c1cccc(Br)c1)N/N=C/c1cccs1	i	6	8	-8	-7	-1	6.0*	-5	1	0.3
CC(Sc1nc(-c2ccccc2)cc(C(F)(F)F)n1)C(=O)N1CCC(C(N)=O)CC1 (centres undefined)	i	1	9	7	-6	-5	-0.8	0	0	-0.3
O=c1[nH]c(-c2ccccc2)cnc1-c1ccccc1	i	-9	16	3	0	-1	-0.5	20	1	-2.8
Cc1cc(C)n2nc(C(=O)OCC(=O)Nc3ccc(C)c(S(=O)(=O)N4CCOCC4)c3)nc2n1	i	8	0	3	-3	1	-0.5	-5	5	-1.7
COc1ccc(NC(=O)CSc2nc(N)cc(=O)[nH]2)cc1S(=O)(=O)N1CCCCC1	i	1	-1	3	-3	-4	-0.5	-2	-3	-0.6
S=c1[nH]nc(-c2cc(-c3ccccc3)n[nH]2)n1/N=C/C(Br)=C/c1ccccc1	+	-5	-5	22	-3	62*	0.0	-4	34	-0.3

# Random draw from the library; about 4.6% have a hit in one of these screens.
